Rac1 mut GTP = human Rac1 activated mutant GTP binding change | P63000 | GST-Rac1 activated beads, fluorescent GTP binding, flow cytometry; actives lie on both sides; 100% means binding = to untreated wells | percent activity (GTP binding), % at 10 µM | 0.11% of 190,000 active;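 active = GTP binding at least 20 percentage points away from the 100% baseline, in either direction, so actives lie on both sides; inconclusive = Compound likely fluorescent itself, or too few beads counted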
Pf gamet viab = inhibitors of late stage P. falciparum gametocyte viability; inhibition, % at 10.9 µM; AID 743093; P. falciparum stage V gametocytes, ATP luminescence, 24 h; 0.065% of 150,000 active;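 active = inhibition above the mean plus 3 SD of compounds within the control limits, set per campaign, cut at about 38% in these data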;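 note: 0% = DMSO wells and 100% = medium only without gametocytes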
Rab7 wt modul = dog Rab7 wildtype GTP binding, inhibitors and activators. GST-Rab7 beads, fluorescent GTP binding, flow cytometry; actives lie on both sides; untreated = 100%, excess cold GTP = 0%. GTP binding activity (percent of control), % at 10 µM. 0.055% of 190,000 active. AID 758;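 active = fluorescent GTP binding to Rab7 beads changed by at least 20 points from the 100% baseline, either direction, mostly lower; inconclusive = compound itself probably fluorescent, or too few beads counted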;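 note: median green fluorescence of bound Bodipy-FL-GTP per Rab7 bead population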
Rab2A wt mod = changes GTP binding to wildtype dog Rab2A, up or down. P61105. GST-Rab2 wt beads, Bodipy-GTP binding, flow cytometry. GTP binding activity, % at 10 µM. 0.19% of 190,000 active. AID 760;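 active = GTP binding activity at least 20 points away from 100%, either lowered or raised; inconclusive = signal likely due to the compound's own green fluorescence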;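 note: 0% = beads with excess unlabeled GTP and 100% = no-compound control corrected for plate trend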
ABCG2 block = human ABCG2 inhibition, ABCB1 as counter-screen | Q9UNQ0 | IgMXP3 cells, JC-1 efflux, flow cytometry | inhibition, % at 6.6 µM | 0.1% of 190,000 active | AID 1325;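 active = inhibition above 80%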;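 note: 0% = DMSO and 100% = nicardipine control wells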
Target sequence (Q9UNQ0 whole entry, looked up): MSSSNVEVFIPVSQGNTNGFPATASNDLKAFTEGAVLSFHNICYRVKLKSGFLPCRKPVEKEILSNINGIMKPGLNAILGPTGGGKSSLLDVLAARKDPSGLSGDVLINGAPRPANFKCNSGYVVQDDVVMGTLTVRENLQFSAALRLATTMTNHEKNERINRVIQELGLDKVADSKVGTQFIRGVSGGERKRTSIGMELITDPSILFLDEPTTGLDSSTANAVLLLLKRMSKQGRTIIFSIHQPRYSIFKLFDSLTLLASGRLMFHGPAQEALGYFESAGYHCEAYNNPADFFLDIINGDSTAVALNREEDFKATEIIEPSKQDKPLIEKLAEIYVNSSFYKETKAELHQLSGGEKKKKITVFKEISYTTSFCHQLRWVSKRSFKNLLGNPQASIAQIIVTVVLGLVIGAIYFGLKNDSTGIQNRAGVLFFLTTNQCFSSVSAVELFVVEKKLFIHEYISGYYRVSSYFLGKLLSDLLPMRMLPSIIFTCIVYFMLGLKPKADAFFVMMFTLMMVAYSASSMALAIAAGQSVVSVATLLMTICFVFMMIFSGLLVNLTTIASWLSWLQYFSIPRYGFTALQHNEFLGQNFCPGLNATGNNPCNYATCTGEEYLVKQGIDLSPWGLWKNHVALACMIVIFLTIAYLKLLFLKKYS
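Assay system – ABCG2 IgMXP3 and barcoded ABCB1 CCRF-Adr cell mix · Input – 3 million cells/mL in well · Reagent – JC-1 fluorescent substrate · Compound – single test compound dose, 6.6 µM final · Timing – 10 min exposure at 25 °C with rotation, no wash · Detection – flow cytometry of retained JC-1 fluorescence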
Rac1 wt modul = alters GTP binding to wildtype human Rac1; P63000; GST-Rac1 beads, fluorescent GTP binding, flow cytometry; actives lie on both sides; 0 = cold GTP competed, 100 = untreated; GTP binding activity (% of control), % at 10 µM; 0.27% of 190,000 active; AID 757;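 active = GTP binding activity at least 20 points away from the 100% control level, either lower or higher; inconclusive = compound flagged as likely green fluorescent, judged across all proteins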
ABCB1 inh = blocks JC-1 efflux by human ABCB1 transporter | P08183 | CCRF-Adr cells, flow cytometry | inhibition, % at 6.6 µM | 0.067% of 190,000 active; in the data active = inhibition above about 40%;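 note: 0% = vehicle and 100% = reference inhibitor; higher value means more JC-1 retained so stronger ABCB1 efflux block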
Avidin fluor = compound fluoresces at 488/530 nm on avidin beads | compound fluorescence 488/530 nm, flow cytometry; stronger effect = higher value | fluorescence (KMESF) at 10 µM | AID 1775 | 0.38% of 220,000 active; in the data active = fluorescence above about 47; note: inactives centre near 10
GSH bead fluor = compound fluoresces at 488/530 nm on GSH beads | fluorescence (KMESF) at 10 µM | AID 1776 | 0.25% of 190,000 active | GSH beads flow cytometry, compound fluorescence 488/530 nm; stronger effect = higher value; in the data active = fluorescence above about 89;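 note: glutathione beads carrying GST-tagged Bcl family fusion proteins plus one bare bead set; values are compound well signal with DMSO vehicle wells as background; inactives centre near 16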
HRas wt GTP = modulators of GTP binding to human HRas wildtype. P01112. GST-Ras wt beads, Bodipy-FL-GTP binding, flow cytometry; actives lie on both sides. GTP binding activity, % at 10 µM. 0.14% of 190,000 active. AID 759;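 active = GTP binding activity at least 20% away from the 100% baseline, either lowered as inhibitor or raised as activator; inconclusive = flagged as likely green fluorescent, judged across all proteins in the well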;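 note: 0% = unlabeled GTP competition control and 100% = no-compound control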
Target sequence (P01112 whole entry, looked up): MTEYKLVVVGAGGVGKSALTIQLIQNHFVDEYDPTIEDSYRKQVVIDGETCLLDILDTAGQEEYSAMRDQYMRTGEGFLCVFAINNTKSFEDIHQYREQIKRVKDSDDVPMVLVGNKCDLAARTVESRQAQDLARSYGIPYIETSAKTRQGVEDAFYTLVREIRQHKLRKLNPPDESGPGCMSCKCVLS
Cdc42 wt = modulators (inhibitors or activators) of GTP binding to human Cdc42 wildtype; percent activity (GTP binding), % at 10 µM; 0.2% of 190,000 active; GST-Cdc42 beads, Bodipy-GTP binding, flow cytometry; actives lie on both sides;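 active = percent activity GTP binding at least 20 points away from the 100% baseline, either down as inhibitor or up as activator; inconclusive = compound flagged as likely green fluorescent from well-wide comparison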;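 note: median bead fluorescence of bound Bodipy-FL-GTP at 100 nM; 0% = excess unlabeled GTP control and 100% = no compound control; below 100% means less GTP binding so inhibitor and above means activator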
Target sequence (P60953 whole entry, looked up): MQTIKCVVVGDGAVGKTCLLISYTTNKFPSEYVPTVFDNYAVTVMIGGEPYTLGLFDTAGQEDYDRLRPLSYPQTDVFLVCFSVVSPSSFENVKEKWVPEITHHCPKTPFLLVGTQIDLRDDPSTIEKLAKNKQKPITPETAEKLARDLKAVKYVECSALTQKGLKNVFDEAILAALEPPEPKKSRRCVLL
* marks the source's active call; other numbers are inactive results; ? = inconclusive; · = no result given; [ ] = another dose, or the depositor's remark. Compounds as they come (roughly 1.1% active in at least one column).

SMILES	Rac1 mut GTP	Pf gamet viab	Rab7 wt modul	Rab2A wt mod	ABCG2 block	Rac1 wt modul	ABCB1 inh	Avidin fluor	GSH bead fluor	HRas wt GTP	Cdc42 wt
CN1CCN(c2ccc(Cl)cc2NS(=O)(=O)c2ccccc2Cl)CC1	97.0	·	107.0	105.0	1.1	102.0	0.7	18	14	107.0	105.0
COc1ccc(C(=O)NNC(=O)c2ccc(S(=O)(=O)N3CCCCC3)cc2)cc1	99.0	0.7	103.0	99.0	3.1	108.0	0.5	10	24	102.0	98.0
C/C(CC(=O)Nc1ccc(Cl)c(Cl)c1)=N\NC(=O)Cc1ccccc1	98.0	14.0	99.0	99.0	3.5	103.0	0.2	12	4	100.0	99.0
CC(=O)c1ccc(NC(=S)N2C(C)CCCC2C)cc1 (stereo not given)	94.0	·	96.0	94.0	5.9	97.0	1.1	10	30	97.0	98.0
Cc1cc(NC(=O)CSc2ccc(-c3ccc4c(c3)OCO4)nn2)no1	92.0	·	98.0	94.0	-0.8	87.0	-0.7	5	17	94.0	91.0
CC(=O)Nc1ccc(OC(=O)c2ccc(Cl)cc2)cc1	95.0	-12.2	97.0	95.0	3.4	103.0	-0.5	3	7	97.0	100.0
COCCOC(=O)c1c(C)n(C)c2ccc(OC(=O)c3cccs3)cc12	96.0	5.8	99.0	98.0	42.1	102.0	0.8	7	13	95.0	95.0
Cc1ccc(NC(=O)CSc2n[nH]c(-c3ccco3)n2)c(C)c1	97.0	4.2	100.0	99.0	11.8	99.0	0.6	17	13	98.0	100.0
Cc1ccccc1NC(=O)COC(=O)C1(C)CC1(Cl)Cl (stereo not given)	97.0	-35.5	92.0	94.0	6.1	96.0	0.1	10	12	94.0	97.0
CCOc1ccc(NC(=O)Nc2ccc(NC(C)=O)cc2)cc1	101.0	13.7	107.0	104.0	-0.7	105.0	0.0	12	15	103.0	103.0
CNc1ncc(C(=O)c2ccc(Br)cc2)s1	106.0	5.7	100.0	99.0	7.5	121.0*[activator]	0.2	12	18	101.0	106.0
Cc1cc(NC(=O)NC(C(F)(F)F)C(F)(F)F)no1	98.0	·	104.0	98.0	4.1	101.0	0.5	5	23	100.0	99.0
Cc1ccc(NC(=S)Nc2cc(C(=O)O)ccc2N2CC3CC(C2)c2cccc(=O)n2C3)cc1C (stereo not given)	95.0	14.9	108.0	103.0	1.1	104.0	0.1	7	14	102.0	101.0
COC(=O)Cc1ccc(NC(=S)NCc2ccc(F)cc2)cc1	100.0	-9.0	96.0	103.0	3.5	101.0	-0.1	12	13	100.0	104.0
Cc1cc(-c2csc(NC(=O)c3ccc(=O)n(C)n3)n2)c(C)n1CC1CCCO1 (stereo not given)	99.0	·	99.0	100.0	9.4	106.0	0.0	21	13	101.0	102.0
Cc1cn(Cc2ccccc2)c(=O)[nH]c1=O	100.0	·	99.0	98.0	2.1	105.0	0.3	14	4	101.0	103.0
O=C(N/N=C/c1ccncc1)c1ccc(NC(=O)c2ccc(Cl)cc2)cc1	96.0	7.6	96.0	93.0	1.4	99.0	-0.2	12	11	96.0	96.0
CC1(C)OCC(COC(=O)Nc2cccnc2)([N+](=O)[O-])CO1	95.0	21.0	96.0	95.0	1.3	96.0	0.2	37	11	95.0	97.0
CCCc1cc(C(=O)N2CCN(C(c3ccccc3)c3ccccc3)CC2)no1	99.0	·	101.0	100.0	-2.2	103.0	-1.2	7	18	101.0	100.0
Nc1ccc(Cl)c(-c2nc3ncccc3o2)c1	97.0	·	101.0	100.0	0.3	98.0	0.0	7	18	100.0	98.0
Cc1nn(-c2ccccc2)c(Cl)c1/C=N\NC(=O)c1cncc(Br)c1	101.0	-9.6	95.0	97.0	4.3	101.0	1.2	14	12	98.0	99.0
N#CCCN(Cc1cccnc1)C(=O)c1ccc(S(=O)(=O)N2CCOCC2)cc1	96.0	-9.1	94.0	100.0	5.5	98.0	0.4	14	23	100.0	100.0
O=C(CCN1C(=O)COc2ccccc21)NCCN1CCN(c2cccc(Cl)c2)CC1	97.0	·	101.0	98.0	5.2	103.0	1.9	8	60	102.0	101.0
O=c1c2cc(N3CCOCC3)ccc2[nH]c(=S)n1Cc1ccco1	?	-23.0	?	?	2.1	?	0.7	15	20	?	?
COc1cc(/C=N/NC(=O)C(N)=O)cc(OC)c1O	96.0	17.5	92.0	95.0	0.0	94.0	0.0	9	17	92.0	99.0

Next section.
SMILES	Rac1 mut GTP	Pf gamet viab	Rab7 wt modul	Rab2A wt mod	ABCG2 block	Rac1 wt modul	ABCB1 inh	Avidin fluor	GSH bead fluor	HRas wt GTP	Cdc42 wt
O=C(CSc1nnc(-c2ccco2)n1-c1ccccc1)N1CCN(C(=O)c2ccco2)CC1	99.0	-13.6	99.0	99.0	1.3	101.0	0.5	5	35	99.0	100.0
O=C(CSc1ccc2ccccc2n1)NCCC1=CCCCC1	97.0	9.5	94.0	97.0	6.6	99.0	0.2	8	18	97.0	99.0
CCn1ccc(C(=O)Oc2ccc(C(C)C)cc2)n1	95.0	-17.4	98.0	99.0	0.0	101.0	0.0	6	42	99.0	101.0
CCc1c(C)nc(N)n2c(SCC(=O)N3CCCC(C)C3)nnc12 (stereo not given)	98.0	-2.1	97.0	98.0	3.0	104.0	0.7	14	25	102.0	104.0
COC(=O)c1[nH]c(C)c(/C(O)=C2\C(=O)C(=O)N(CCN(C)C)C2c2cccs2)c1C (stereo not given)	99.0	9.9	101.0	101.0	9.8	105.0	0.8	12	37	102.0	106.0
CCOC(=O)Cn1c(=O)cc(C)c2cccc(C)c21	93.0	4.4	96.0	92.0	8.6	98.0	0.6	8	20	92.0	95.0
COc1ccc(C2C(C(=O)N3CCCCC3)c3ccccc3C(=O)N2C)cc1 (stereo not given)	100.0	·	100.0	101.0	11.1	106.0	1.2	31	25	102.0	101.0
Cc1ccc(Nc2cc(C)nn2-c2nc(C)cc(=O)[nH]2)cc1	93.0	·	98.0	97.0	1.9	94.0	0.3	29	20	99.0	96.0
CCOC(=O)CNC(=O)CSc1nc(Cc2cccs2)nc2ccccc12	95.0	-33.8	101.0	99.0	1.9	103.0	0.3	11	57	101.0	103.0
Cc1noc(C)c1S(=O)(=O)Nc1ccc(C(=O)O)cc1	96.0	7.1	98.0	95.0	11.3	101.0	0.3	32	20	98.0	98.0
C=C(C)CNC(=O)c1ccc(OC2CCN(S(=O)(=O)N(C)C)CC2)cc1	97.0	-4.1	97.0	98.0	0.8	98.0	0.6	15	24	97.0	100.0
O=C(Nc1cccs1)Nc1c(F)cc(F)cc1Br	99.0	10.8	103.0	101.0	10.1	106.0	0.4	17	4	103.0	101.0
COC(=O)c1[nH]c2ccc(C)cc2c1NC(=O)C1=COCCO1	101.0	·	101.0	102.0	-0.3	106.0	-0.3	15	12	102.0	104.0
COC(=O)c1ccn(Cc2ccccc2Cl)n1	95.0	2.3	95.0	97.0	4.5	97.0	0.1	9	9	97.0	99.0
CCN1C(=O)c2ccccc2Sc2ccc(C(=O)NCCN3CCOCC3)cc21	100.0	·	97.0	98.0	2.9	99.0	1.5	6	13	97.0	99.0
Cc1ccc(NC(=O)COC(=O)CSC(=S)N2CCOCC2)cc1C	91.0	·	103.0	95.0	3.0	93.0	0.3	9	15	96.0	92.0
O=C(c1cc(S(=O)(=O)N2CCCCC2)ccc1N1CCOCC1)N1CCN(Cc2ccccc2)CC1	97.0	-0.3	105.0	101.0	5.8	104.0	0.3	11	12	100.0	101.0
CC(C)CC(N)c1cn([C@@H](CCC(=O)O)C(=O)N2CCNCC2)nn1 (stereo not given in full)	97.0	·	103.0	99.0	3.2	100.0	0.0	6	21	98.0	99.0
Cc1nc(SCc2ccccc2F)c2cnn(-c3ccccc3)c2n1	96.0	·	101.0	100.0	6.2	100.0	-0.4	13	14	100.0	96.0
N#CC(=C1CCCC1)c1nc(-c2ccccc2)cs1	94.0	·	97.0	98.0	7.5	97.0	0.4	10	9	96.0	98.0
Cc1ccc(-n2ncc(C(=O)N3CCc4ccccc4C3)c2NC(=O)c2ccco2)cc1C	96.0	·	99.0	97.0	3.2	104.0	3.7	4	18	98.0	100.0
COc1ccccc1Nc1nc(-c2c(C)nc3ncccn23)cs1	79.0*	6.8	82.0	62.0*	6.2	63.0*	0.8	9	3	62.0*	66.0*
CCOc1ccc(CN(C)C(=O)c2cccnc2OCC)cc1OC	97.0	·	103.0	99.0	0.9	101.0	0.2	11	11	100.0	100.0
CCOc1ccc(C(=O)NC(=S)Nc2ccc(NC(=O)CC)cc2)cc1[N+](=O)[O-]	99.0	·	103.0	98.0	-0.3	103.0	0.1	7	9	100.0	101.0
CC1CC(C)CN(CC(C)(C)NS(=O)(=O)c2ccccc2)C1 (stereo not given)	95.0	·	99.0	100.0	0.3	96.0	-0.3	23	11	97.0	98.0

(cont.)
SMILES	Rac1 mut GTP	Pf gamet viab	Rab7 wt modul	Rab2A wt mod	ABCG2 block	Rac1 wt modul	ABCB1 inh	Avidin fluor	GSH bead fluor	HRas wt GTP	Cdc42 wt
CCOc1ccc(N2CC(C(=O)NCCN3C(=O)S/C(=C\c4ccc(OC)cc4)C3=O)CC2=O)cc1 (stereo not given)	98.0	-3.7	100.0	99.0	25.7	100.0	2.5	6	15	100.0	104.0
O=C1C2CCCN2C(c2ccccc2)N1c1cccc(Cl)c1 (stereo not given)	100.0	·	99.0	100.0	0.5	110.0	0.0	9	21	99.0	101.0
CCc1cccc(C)c1N(C(=O)Cn1c(=O)[nH]c2ccccc21)C(C)COC (stereo not given)	103.0	-3.0	100.0	102.0	-1.9	110.0	-0.4	32	10	102.0	107.0
CCc1c(C)nc(SCC(=O)N2CCN(c3ccccc3OC)CC2)[nH]c1=O	96.0	-4.3	96.0	95.0	3.5	101.0	0.2	23	11	96.0	98.0
O=C(CN1CCN(CCOCCO)CC1)N1c2ccccc2Sc2ccc(Cl)cc21	103.0	·	102.0	102.0	8.5	120.0*[activator]	0.8	11	24	103.0	112.0
CCCCN(CC)CCCNC(=O)Cn1nc(Cc2cccnc2)c2ccccc2c1=O	93.0	22.3	91.0	89.0	2.4	90.0	0.2	23	17	90.0	90.0
COc1ccc(Cl)cc1C(=O)O/N=C(\N)c1ccc(Cl)cc1	98.0	·	100.0	100.0	2.0	106.0	0.5	10	28	98.0	102.0
CCOC(=O)c1ccc(NC(=S)NC2CC(C)(C)NC(C)(C)C2)cc1	100.0	-4.4	99.0	102.0	0.0	105.0	0.1	27	17	101.0	101.0
